Assay outcomes deposited in PubChem BioAssay by Sanford-Burnham Center for Chemical Genomics.
SENP7 block = SENP7 protease inhibitors, primary screen, biochemical, luminescence, uHTS; recombinant SENP7, Z-RLRGG-aminoluciferin luminescence, 40 min; inhibition, % at 5 µM; 330,000 compounds, 1.5% hits; AID 434973, 2010; Sentrin-specific protease 7 (Homo sapiens), Q9BQF6;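 active = inhibition above about 50% at the single test dose, limit read from the data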;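 note: plate controls were DMSO with enzyme for no effect and no enzyme buffer wells for full effect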
HKDC1 inh = HKDC1 hexokinase inhibitors, primary screen, biochemical, fluorescence, uHTS; Q2TB90; recombinant HKDC1, G6PDH/diaphorase resazurin coupled fluorescence; inhibition, % at 20 µM; 340,000 compounds, 0.16% hits;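 active = inhibition above about 35% when tested at 20 µM, limit read from the data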;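 note: plate controls were DMSO wells with enzyme for no effect and DMSO wells lacking enzyme for full effect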
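Assay system: in-house recombinant HK5 (HKDC1) enzyme. Input: HKDC1 at 5 µg/mL. Medium: Tris pH 8.0 buffer with MgCl2, Tween-20, BSA, BME. Dosing: single 20 µM dose. Schedule: 90 min reaction incubation at room temperature, dark. Signal: resazurin-to-resorufin fluorescence via G6PDH and diaphorase coupling, 525/613 nm. Controls: DMSO-enzyme wells negative, buffer-substituted wells positive.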
PfGluPho inh = PfG6PD enzyme inhibitors, primary screen, biochemical, fluorescence intensity, uHTS; glucose-6-phosphate dehydrogenase-6-phosphogluconolactonase (Plasmodium falciparum 3D7); inhibition, % at 20 µM; PfGluPho enzyme, NADPH resazurin-diaphorase fluorescence; AID 504690, 2011; 350,000 compounds, 0.78% hits;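 active = inhibition reaching at least a set limit at 20 µM in the primary screen, cut at about 59% in these data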;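 note: 0% = DMSO wells with substrate and 100% = DMSO wells lacking glucose-6-phosphate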
NLRP3 yeast inh = NALP3 inflammasome inhibitors in reconstituted yeast, primary screen, luminescence, uHTS | AID 2825, 2010 | Yeast reconstituted NLRP3/ASC/caspase-1, beta-gal luminescence, 24 h | 330,000 compounds, 0.39% hits | inhibition, % at 10 µM;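 active = inhibition of 50% or more; inactive = inhibition below 50%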;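 note: plate controls were induced DMSO wells for no effect and uninduced yeast grown without galactose for full effect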
SENP8 block-1 = SENP8 protease inhibitors, primary screen, biochemical, luminescence; AID 2540, 2010; 330,000 compounds, 1.2% hits; purified SENP8, Z-RLRGG-aminoluciferin cleavage; inhibition, % at 10 µM; Sentrin-specific protease 8 (Homo sapiens), Q96LD8; in the data active = inhibition above about 50%
Target sequence (Q96LD8 whole entry, looked up): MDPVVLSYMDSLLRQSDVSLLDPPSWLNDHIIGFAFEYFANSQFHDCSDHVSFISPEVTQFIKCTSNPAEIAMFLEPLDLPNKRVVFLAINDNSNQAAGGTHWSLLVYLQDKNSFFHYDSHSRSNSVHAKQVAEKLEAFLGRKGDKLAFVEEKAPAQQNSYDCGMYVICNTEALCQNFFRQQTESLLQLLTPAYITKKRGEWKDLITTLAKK
SENP1 FRET inh = human SENP1 catalytic domain inhibitors, primary screen, biochemical, FRET, uHTS. inhibition, % at 10 µM. 360,000 compounds, 0.21% hits. recombinant SENP1 catalytic domain, CyPet-SUMO1-YPet FRET cleavage. Sentrin-specific protease 1 (Homo sapiens), Q9P0U3;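 active = inhibition at least 30% at 10 µM, raw YFP signal under a set limit, fluorescence ratio 0.5 to 1.5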;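 note: 0% = enzyme with DMSO and 100% = no enzyme wells; some results filed as inactive read as strong as hits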
Target sequence (Q9P0U3 419-644 limits assumed): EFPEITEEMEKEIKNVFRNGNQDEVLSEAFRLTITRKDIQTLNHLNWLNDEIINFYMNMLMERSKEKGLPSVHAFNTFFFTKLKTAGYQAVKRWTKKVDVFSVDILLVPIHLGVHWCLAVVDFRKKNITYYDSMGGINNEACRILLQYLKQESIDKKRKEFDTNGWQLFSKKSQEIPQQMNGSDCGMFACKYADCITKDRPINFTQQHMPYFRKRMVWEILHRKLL
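Material – human SENP1 catalytic domain · Input – SENP1 enzyme, 20 pM final · Compound dosing – single concentration of 10 µM compound, 0.5% DMSO final · Timing – enzyme reaction for 50 min at room temperature, dark · Measured by – FRET fluorescence in CFP and YFP emission channels · Control set – no-enzyme wells low, DMSO-plus-enzyme wells high control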
Apaf1 inhib = inhibitors of human Apaf-1 apoptosome, primary screen, biochemical, DEVD-Rh110 fluorescence, uHTS; reconstituted apoptosome caspase-3 activity; inhibition, % at 20 µM; 330,000 compounds, 0.71% hits; active = inhibition of at least 40% at 20 µM;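 note: plate controls were DMSO wells for no effect and DEVD-CHO caspase inhibitor wells for full effect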
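detection = Rh110 fluorescence intensity | test system = biochemical Apaf-1 apoptosome reconstitution | also added = cytochrome c and DEVD-Rh110 substrate | schedule = 30 min plus 50 min, RT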
SENP6 block = SENP6 protease inhibitors, primary screen, biochemical, luminescence, uHTS; Sentrin-specific protease 6 (Homo sapiens), Q9GZR1; Recombinant SENP6 catalytic domain, aminoluciferin luminescence; inhibition, % at 10 µM; 330,000 compounds, 1.8% hits;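 active = inhibition above about 50% at the single tested dose, limit read from the data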;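 note: plate controls were DMSO wells with enzyme for no effect and DMSO wells lacking enzyme for full effect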
Target sequence (Q9GZR1 628-1112 limits assumed): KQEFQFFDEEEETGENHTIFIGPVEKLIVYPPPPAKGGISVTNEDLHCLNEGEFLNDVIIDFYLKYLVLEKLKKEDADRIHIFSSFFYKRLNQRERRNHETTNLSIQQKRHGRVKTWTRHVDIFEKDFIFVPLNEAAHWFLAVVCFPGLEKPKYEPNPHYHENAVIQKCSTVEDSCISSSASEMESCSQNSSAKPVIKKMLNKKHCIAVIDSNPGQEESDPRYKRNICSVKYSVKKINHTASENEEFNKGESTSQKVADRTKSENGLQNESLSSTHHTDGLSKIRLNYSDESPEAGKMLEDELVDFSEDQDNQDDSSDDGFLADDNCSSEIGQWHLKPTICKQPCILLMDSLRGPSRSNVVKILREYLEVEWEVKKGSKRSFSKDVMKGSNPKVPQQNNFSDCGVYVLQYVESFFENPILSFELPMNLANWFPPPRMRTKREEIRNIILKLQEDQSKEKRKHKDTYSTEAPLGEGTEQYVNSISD
SENP8 block-2 = human SENP8 protease inhibitors, primary screen, biochemical, fluorescence, Nedd8 protein substrate, uHTS. 360,000 compounds, 0.64% hits. AID 602440, 2012. inhibition, % at 20 µM. recombinant SENP8; in the data active = inhibition mostly above about 40%, no sharp cut-off; inactive = mostly below about 27%
* marks the source's active call; other numbers are inactive results. Compounds as they come. About 4.1% of those tested had a hit in this group.

How did CC(C)C(=O)N(Cc1ccccc1)S(=O)(=O)c1ccc2c(c1)oc(=O)n2C do in these assays?
SENP7 block: -6; HKDC1 inh: 2; PfGluPho inh: -8; NLRP3 yeast inh: 16; SENP8 block-1: 5; SENP1 FRET inh: 43*; Apaf1 inhib: -4; SENP6 block: 11; SENP8 block-2: 7

How did COCCCn1c2nc3ccccc3nc2c2c(=O)n(Cc3ccc(Cl)cc3)cnc21 do in these assays?
SENP7 block: -2; HKDC1 inh: 4; PfGluPho inh: -4; NLRP3 yeast inh: -1; SENP8 block-1: 3; SENP1 FRET inh: -3; Apaf1 inhib: 19; SENP6 block: -2; SENP8 block-2: inactive

Results for O=C(NCCCN1CCOCC1)C(=O)NCC1OCCCN1S(=O)(=O)c1cc(F)ccc1F (stereo not drawn) ?
SENP7 block: 4; HKDC1 inh: 4; PfGluPho inh: -3; NLRP3 yeast inh: 18; SENP8 block-1: -5; SENP1 FRET inh: -1; Apaf1 inhib: 18; SENP6 block: -5; SENP8 block-2: 8

Results for Cn1c(=O)c2c(nc(Br)n2CC(=O)C23CC4CC(CC(C4)C2)C3)n(C)c1=O ?
SENP7 block: 10; HKDC1 inh: -2; PfGluPho inh: -15; NLRP3 yeast inh: 24; SENP8 block-1: 3; SENP1 FRET inh: 0; Apaf1 inhib: 28; SENP6 block: -7; SENP8 block-2: 6

Results for O=C(Cc1nc(-c2ccc(Br)s2)cs1)NCCN1CCOCC1 ?
SENP7 block: -11; HKDC1 inh: 5; PfGluPho inh: 15; NLRP3 yeast inh: 1; SENP8 block-1: -3; SENP1 FRET inh: 0; Apaf1 inhib: 19; SENP6 block: -23; SENP8 block-2: 6

How did CCN(CC)S(=O)(=O)c1ccc(NC(=S)Nc2ccc(F)cc2)cc1 do in these assays?
SENP7 block: 5; HKDC1 inh: 1; PfGluPho inh: 11; NLRP3 yeast inh: 17; SENP8 block-1: -3; SENP1 FRET inh: 0; Apaf1 inhib: 3; SENP6 block: -17; SENP8 block-2: 14

What do the screens show for `CC1=C(/C=C/C(C)=N\NC(=O)c2ccncc2)C(C)(C)CCC1`?
SENP7 block: 5; HKDC1 inh: 1; PfGluPho inh: -10; NLRP3 yeast inh: 10; SENP8 block-1: -1; SENP1 FRET inh: 0; Apaf1 inhib: 10; SENP6 block: 2; SENP8 block-2: 33

What do the screens show for `COc1ccccc1-c1sc2ccccc2c1-c1ccc2c(c1)OCCO2`?
SENP7 block: 0; HKDC1 inh: 0; PfGluPho inh: 2; NLRP3 yeast inh: 2; SENP8 block-1: -3; SENP1 FRET inh: -1; Apaf1 inhib: -8; SENP6 block: 0; SENP8 block-2: -106

Results for O=c1[nH]cccc1-c1nc2ccccc2n1Cc1cccc(Cl)c1 ?
SENP7 block: 6; HKDC1 inh: -5; PfGluPho inh: -1; NLRP3 yeast inh: 17; SENP8 block-1: 2; SENP1 FRET inh: -2; Apaf1 inhib: 3; SENP6 block: 4; SENP8 block-2: -269

Results for Cc1noc(/C=C/N(C)C)c1S(=O)(=O)N1CCCC(C(=O)NC2CCCCC2C)C1 (stereo not drawn) ?
SENP7 block: -6; HKDC1 inh: -3; PfGluPho inh: -11; NLRP3 yeast inh: -2; SENP8 block-1: 1; SENP1 FRET inh: 5; Apaf1 inhib: 6; SENP6 block: 13; SENP8 block-2: 21

How did Cc1cc(Cl)ccc1OCc1nnc2n1CCCCC2 do in these assays?
SENP7 block: 2; HKDC1 inh: -2; PfGluPho inh: -17; NLRP3 yeast inh: 9; SENP8 block-1: -1; SENP1 FRET inh: 0; Apaf1 inhib: 1; SENP6 block: -18; SENP8 block-2: 11

How did CCN(CC)c1ccc(CNc2nc3ccccc3n2CC)cc1 do in these assays?
SENP7 block: -1; HKDC1 inh: -4; PfGluPho inh: -3; NLRP3 yeast inh: 13; SENP8 block-1: 0; SENP1 FRET inh: -1; Apaf1 inhib: 10; SENP6 block: 9; SENP8 block-2: 18

How did O=C(Cc1ccccc1[N+](=O)[O-])NC1CC2CCC1C2 (stereo not drawn) do in these assays?
SENP7 block: 1; HKDC1 inh: -1; PfGluPho inh: -15; NLRP3 yeast inh: 8; SENP8 block-1: -4; SENP1 FRET inh: 1; Apaf1 inhib: -16; SENP6 block: -5; SENP8 block-2: 17

What do the screens show for `COCC(N)(c1ccccc1)c1nc2ccccc2n1C` (stereo not drawn)?
SENP7 block: -2; HKDC1 inh: -3; PfGluPho inh: 7; NLRP3 yeast inh: -7; SENP8 block-1: 1; SENP1 FRET inh: 0; Apaf1 inhib: -12; SENP6 block: -5; SENP8 block-2: 37

Results for Cc1ccc(OCC(=O)N2CCN(C(=O)c3ccco3)CC2)cc1 ?
SENP7 block: -4; HKDC1 inh: -4; PfGluPho inh: -5; NLRP3 yeast inh: -10; SENP8 block-1: -9; SENP1 FRET inh: 1; Apaf1 inhib: -1; SENP6 block: -6; SENP8 block-2: 28

How did O=c1cnnc(Nc2cccc(C(F)(F)F)c2)[nH]1 do in these assays?
SENP7 block: -7; HKDC1 inh: -4; PfGluPho inh: 0; NLRP3 yeast inh: 19; SENP8 block-1: 6; SENP1 FRET inh: -1; Apaf1 inhib: -6; SENP6 block: -6; SENP8 block-2: 4

What do the screens show for `CCOC(=O)c1sc(CS(=O)(=O)c2ccc(Cl)cc2)nc1C`?
SENP7 block: -1; HKDC1 inh: -3; PfGluPho inh: 3; NLRP3 yeast inh: 23; SENP8 block-1: 1; SENP1 FRET inh: -10; Apaf1 inhib: -4; SENP6 block: -7; SENP8 block-2: 3

What do the screens show for `O=C(CN1C(=O)c2ccccc2C1=O)N1CCN(S(=O)(=O)c2ccccc2)CC1`?
SENP7 block: -7; HKDC1 inh: -5; PfGluPho inh: 13; NLRP3 yeast inh: 18; SENP8 block-1: 9; SENP1 FRET inh: 0; Apaf1 inhib: -3; SENP6 block: -12; SENP8 block-2: 4

Results for Cc1ccc(NC(=O)NNC(=O)C2CCN(Cc3ccc(F)cc3Cl)CC2)cc1 ?
SENP7 block: 0; HKDC1 inh: -6; PfGluPho inh: -11; NLRP3 yeast inh: 20; SENP8 block-1: -3; SENP1 FRET inh: -30; Apaf1 inhib: 8; SENP6 block: -2; SENP8 block-2: 8

Results for Cc1ccc(S(=O)(=O)N(CC(=O)Nc2ccc(F)cc2)C(=O)N2CCN(C)CC2)cc1 ?
SENP7 block: -5; HKDC1 inh: -5; PfGluPho inh: 3; NLRP3 yeast inh: 1; SENP8 block-1: 5; SENP1 FRET inh: 1; Apaf1 inhib: 2; SENP6 block: -4; SENP8 block-2: 10

What do the screens show for `COc1ccccc1-c1nnc(SCC(=O)Nc2ccc(Cl)cc2Cl)o1`?
SENP7 block: -5; HKDC1 inh: -5; PfGluPho inh: 6; NLRP3 yeast inh: 11; SENP8 block-1: -2; SENP1 FRET inh: 3; Apaf1 inhib: -3; SENP6 block: -10; SENP8 block-2: 16

How did CC(=O)NC(Cc1c[nH]c2ccccc12)C(=O)N1CCN(S(=O)(=O)c2ccccc2)CC1 (stereo not drawn) do in these assays?
SENP7 block: 3; HKDC1 inh: -10; PfGluPho inh: -10; NLRP3 yeast inh: 4; SENP8 block-1: -5; SENP1 FRET inh: 2; Apaf1 inhib: -1; SENP6 block: 0; SENP8 block-2: 3

How did O=c1[nH]nc(-c2ccccc2)cc1-c1ccccc1 do in these assays?
SENP7 block: -1; HKDC1 inh: 13; PfGluPho inh: -6; NLRP3 yeast inh: 20; SENP8 block-1: 1; SENP1 FRET inh: 2; Apaf1 inhib: -6; SENP6 block: -9; SENP8 block-2: -130

How did Cc1ccc(-c2cc(=O)c3ccccc3[nH]2)cc1 do in these assays?
SENP7 block: 6; HKDC1 inh: -1; PfGluPho inh: 9; NLRP3 yeast inh: 7; SENP8 block-1: -8; SENP1 FRET inh: 2; Apaf1 inhib: 8; SENP6 block: 7; SENP8 block-2: -6

Results for CCC(C)(C)NC(=O)C(c1ccc(O)cc1)N(Cc1ccco1)C(=O)CCC(=O)Nc1ccccn1 (stereo not drawn) ?
SENP7 block: -7; HKDC1 inh: -11; PfGluPho inh: 6; NLRP3 yeast inh: 18; SENP8 block-1: -6; SENP1 FRET inh: 2; Apaf1 inhib: 8; SENP6 block: -19; SENP8 block-2: -21

How did O=C(NC(=O)N1CCCCC1)c1ccccc1 do in these assays?
SENP7 block: 4; HKDC1 inh: -5; PfGluPho inh: -15; NLRP3 yeast inh: 0; SENP8 block-1: -3; SENP1 FRET inh: -1; Apaf1 inhib: -6; SENP6 block: -8; SENP8 block-2: -2

What do the screens show for `CCN(CC(=O)Nc1cc(C)c(Cl)cc1OC)CC(=O)NC1CCS(=O)(=O)C1` (stereo not drawn)?
SENP7 block: -5; HKDC1 inh: -7; PfGluPho inh: 10; NLRP3 yeast inh: 12; SENP8 block-1: -1; SENP1 FRET inh: 0; Apaf1 inhib: 0; SENP6 block: -15; SENP8 block-2: 19

How did Cc1ccc2[nH]c(C(=O)N3CCN(C=O)CC3)cc2c1 do in these assays?
SENP7 block: -4; HKDC1 inh: -5; PfGluPho inh: -10; NLRP3 yeast inh: 9; SENP8 block-1: -11; SENP1 FRET inh: -1; Apaf1 inhib: 4; SENP6 block: 11; SENP8 block-2: -12

Quoted at random: three entries already listed, in no set order.
How did Cc1ccc(-c2cc(=O)c3ccccc3[nH]2)cc1 do in these assays?
SENP7 block: 6; HKDC1 inh: -1; PfGluPho inh: 9; NLRP3 yeast inh: 7; SENP8 block-1: -8; SENP1 FRET inh: 2; Apaf1 inhib: 8; SENP6 block: 7; SENP8 block-2: -6

How did Cc1ccc2[nH]c(C(=O)N3CCN(C=O)CC3)cc2c1 do in these assays?
SENP7 block: -4; HKDC1 inh: -5; PfGluPho inh: -10; NLRP3 yeast inh: 9; SENP8 block-1: -11; SENP1 FRET inh: -1; Apaf1 inhib: 4; SENP6 block: 11; SENP8 block-2: -12

How did CC(=O)NC(Cc1c[nH]c2ccccc12)C(=O)N1CCN(S(=O)(=O)c2ccccc2)CC1 (stereo not drawn) do in these assays?
SENP7 block: 3; HKDC1 inh: -10; PfGluPho inh: -10; NLRP3 yeast inh: 4; SENP8 block-1: -5; SENP1 FRET inh: 2; Apaf1 inhib: -1; SENP6 block: 0; SENP8 block-2: 3
